cardiac RTF act = cardiac RTF calcium sensitivity activators, primary screen, biochemical, IANBD-TnC fluorescence, EC20 calcium; Troponin I, cardiac muscle (Homo sapiens) + Troponin T, cardiac muscle (Homo sapiens) + …; IANBD-labeled TnC RTF fluorescence at EC20 calcium; 0% EC20 calcium, 100% full calcium; activation, % at 7.2 µM; hit rate 0.24% among 340,000;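 active means activation above the mean over all tested compounds plus 3 SD, cut at about 30% in these data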;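 further: rise in fluorescence read as greater calcium sensitivity of cardiac thin filaments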
Wnt bcat act = Wnt/beta-catenin pathway activators, primary screen, cell-based, plate reader, single point. hit rate 1.2% among 300,000. activation, % at 9.35 µM. AID 743398, 2014. Wnt/beta-catenin reporter cell assay, activator; in the data active means activation above about 30%, passing the limit was not always enough; inconclusive means no clear call, values can overlap the other calls;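 further: 0% = neutral control wells and 100% = positive control wells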
PvdQ inh = P. aeruginosa PvdQ acylase inhibitors, primary screen, biochemical, fluorescence, plate reader and imaging, single point. AID 488965, 2010. inhibition, % at 10 µM. hit rate 0.063% among 340,000. purified PvdQ acylase; in the data active means inhibition above about 30%, passing the limit was not always enough; inconclusive means no clear call, values can overlap the other calls;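 further: 0% = vehicle neutral wells and 100% = reference inhibitor wells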
SR-BI DiI inh = inhibitors of SR-BI mediated HDL lipid uptake, primary screen, ldlA[mSR-BI] cells, fluorescence, single point | ldlA[mSR-BI] CHO cells, DiI-HDL uptake fluorescence, 3 h | AID 488896, 2010 | Scavenger receptor class B member 1 (Mus musculus), Q61009 | hit rate 0.96% among 320,000 | inhibition, % at 12.5 µM;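 active means mean replicate inhibition of at least 70% and a set share of replicates each scoring 70 or more; inconclusive means meets just one of the two criteria; inactive means fails both criteria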;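 further: 0% = median of neutral control wells and 100% = median of positive control wells; values of inactives mirror those of a sister screen read the other way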
SR-BI uptake up = activators of SR-BI mediated DiI-HDL uptake, primary screen, ldlA[mSR-BI] CHO cells, DiI fluorescence | activation, % at 12.5 µM | 3 h; 100 = double the neutral-control signal | hit rate 0.096% among 320,000 | AID 504775, 2011;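 active means mean replicate activation of at least 60% and every replicate at or above 60%; inconclusive means mean or all-replicate condition met, but not both; inactive means mean below 60% and not all replicates reaching 60%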;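 further: 0% = median plate neutral-control signal and 100% = twice that signal; values of inactives mirror those of a sister screen read the other way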
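system = CHO ldlA[mSR-BI] cells, LDL receptor-null, SR-BI overexpressing | medium = Ham's F12 with 0.5% BSA, HEPES 25 mM, pH 7.4 | probe or stimulus = DiI-HDL 10 µg/mL | compound dosing = single-point compound dose | incubation = compound exposure 3 h, 37 °C | technique = DiI fluorescence, bottom read | read-out = cell-associated DiI fluorescence as measure of HDL uptake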
HTR5A ag = HTR5A agonists in luminescence cell assay, primary screen, counter-screen for OPRM1-OPRD1 heterodimer agonist project, full-deck HTS; hit rate 0.61% among 340,000; 5-hydroxytryptamine receptor 5A (Homo sapiens), P47898; activation, % at 9.3 µM; cell-based; in the data active means activation mostly above about 9.5%, no sharp cut-off; inactive means mostly below about 7.6%;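 further: 0% = cells with vehicle only and 100% = reference agonist; strong numbers were not always called active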
dFosB act = activators of delta FosB homodimer, primary screen, biochemical, fluorescence polarization, TAMRA-CDK5 oligo, single point; Protein FosB (Mus musculus), P13346; purified delta FosB; percent of positive-control signal above neutral wells; activation, % at 25 µM; hit rate 0.99% among 340,000;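 active means mean activation above about 17%, with every replicate also reaching it, limit read from the data, passing the limit was not always enough; inconclusive means only one of the two conditions met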;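 further: fluorescence polarization rise as delta FosB binds a TAMRA Cdk5 AP-1 oligo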
MITF act = activators of MITF-driven TRPM1 promoter reporter, primary screen, cell-based, SK-MEL-5, luciferase, single point; activation, % at 12.5 µM; SK-MEL-5 TRPM1-promoter luciferase, 24 h; % of positive control, neutral wells = 0; hit rate 0.75% among 300,000;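 active means mean activation of at least 80% with every replicate also reaching 80%; inconclusive means mean reaches 80% but some replicate falls short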;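 further: 0% = neutral control wells and 100% = parthenolide positive control wells; values of inactives mirror those of a sister screen read the other way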
CDK5 inh = inhibitors of human CDK5/p35 kinase, primary screen, biochemical, single concentration. Cyclin-dependent kinase 5 (Homo sapiens) + Cyclin-dependent kinase 5 activator 1 (Homo …. Recombinant CDK5/p35, ADP-Glo luminescence, 60 min. inhibition, % at 10 µM. hit rate 0.01% among 330,000. AID 488839, 2010;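 active means highest replicate inhibition of at least 50% and at least 75% of replicates reaching 50%; inconclusive means only one of the two criteria met; inactive means both criteria failed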;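 further: plate controls were DMSO neutral control for no effect and GW8510 at 10 µM for full effect; many of its hits are not listed in these tables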
Target sequence (Q00535 whole entry, looked up): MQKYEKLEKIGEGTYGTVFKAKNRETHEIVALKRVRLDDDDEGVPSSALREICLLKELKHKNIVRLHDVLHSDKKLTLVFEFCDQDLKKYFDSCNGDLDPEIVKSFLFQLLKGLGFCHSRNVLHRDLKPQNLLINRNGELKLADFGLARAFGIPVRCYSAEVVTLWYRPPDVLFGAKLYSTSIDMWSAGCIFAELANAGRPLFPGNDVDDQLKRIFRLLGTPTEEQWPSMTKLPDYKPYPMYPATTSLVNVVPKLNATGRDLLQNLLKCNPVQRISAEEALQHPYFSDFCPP
Target sequence (Q15078 whole entry, looked up): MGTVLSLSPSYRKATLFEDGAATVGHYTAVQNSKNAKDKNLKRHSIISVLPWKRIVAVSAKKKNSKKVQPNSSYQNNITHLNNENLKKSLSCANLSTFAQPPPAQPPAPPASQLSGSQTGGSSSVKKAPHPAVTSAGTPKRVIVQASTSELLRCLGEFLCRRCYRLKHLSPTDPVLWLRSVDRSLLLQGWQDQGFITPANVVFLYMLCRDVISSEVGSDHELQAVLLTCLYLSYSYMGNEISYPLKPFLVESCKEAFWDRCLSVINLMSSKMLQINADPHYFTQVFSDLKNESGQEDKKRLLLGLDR
Rtt109 HAT inh = inhibitors of C. albicans Rtt109/Vps75 HAT, primary screen, biochemical, ThioGlo CoA-SH fluorescence, plate reader; AID 540336, 2011; hit rate 0.16% among 330,000; inhibition, % at 34.9 µM; purified Rtt109/Vps75, 4 h; Histone acetyltransferase RTT109 (Candida albicans (strain SC5314 / ATCC MYA-2876)), …;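 active means inhibition of at least 50% in every replicate; inconclusive means best replicate reaches 50% inhibition but some replicates fall short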
Target sequence (Q5AAJ8 whole entry, looked up): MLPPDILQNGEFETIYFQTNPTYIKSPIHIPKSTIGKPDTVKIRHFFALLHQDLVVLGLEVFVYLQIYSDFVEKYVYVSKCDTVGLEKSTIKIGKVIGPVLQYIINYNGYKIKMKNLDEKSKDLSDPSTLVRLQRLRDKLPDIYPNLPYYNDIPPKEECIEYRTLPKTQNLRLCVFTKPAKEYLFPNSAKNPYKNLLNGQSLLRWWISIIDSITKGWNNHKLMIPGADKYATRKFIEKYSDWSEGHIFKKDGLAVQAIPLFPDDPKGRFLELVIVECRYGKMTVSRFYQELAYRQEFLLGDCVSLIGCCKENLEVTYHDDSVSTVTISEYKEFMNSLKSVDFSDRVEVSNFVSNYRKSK
* = called active by the depositor; ? = inconclusive; nt = not tested or not shown.

SMILES	cardiac RTF act	Wnt bcat act	PvdQ inh	SR-BI DiI inh	SR-BI uptake up	HTR5A ag	dFosB act	MITF act	CDK5 inh	Rtt109 HAT inh
COc1cccc(NC(=O)c2ccccc2N(Cc2ccccc2)S(C)(=O)=O)c1	-2	2	-17	-24	24	1	-2	nt	-0.4	-2
CN(C)c1ccc(/C=N/NC(=O)c2nnn(-c3nonc3N)c2CN(C)c2ccccc2)cc1	-4	4	-30	55	-55	0	-6	12	-2.6	-2
Cc1ccccc1NC(=O)c1cc(S(=O)(=O)N2CCOCC2)ccc1F	-2	1	10	-6	6	3	-7	-14	-0.2	11
CCn1c(Cc2ccccc2)nnc1SCC(=O)Nc1nc(C)cs1	-7	0	-16	21	-21	2	-8	4	1.5	7
Cc1cc(N2CCN(C(=O)c3ccco3)CC2)n2nc(C)nc2n1	6	-1	-8	-13	13	1	-1	-2	-0.4	-6
CC1Cn2c(nc3c2c(=O)[nH]c(=O)n3C)O1 (stereo not drawn)	-1	nt	-16	-24	24	1	2	3	0.5	4
COc1cc2c(cc1OC)C(c1ccccc1)N(C(=O)c1ccco1)CC2 (stereo not drawn)	2	8	-6	8	-8	1	-13	0	0.8	3
CCOC(=O)C1CCN(c2cc(=O)n(-c3ccc(OC)cc3)c(=O)[nH]2)CC1	1	-2	-14	-15	15	-2	-6	-8	0.4	4
COc1ccc(/C=C(\C#N)C(=O)OCC(=O)Nc2c(C)cccc2C)cc1	7	0	-13	-10	10	5	14	-4	0.3	-3
O=C(Nc1ccc(S(=O)(=O)NCc2ccco2)cc1)c1cccc(F)c1	-3	-1	-1	6	-6	7	-5	11	0.1	-1
CCCc1ccc2oc(C(=O)N3CCN(c4cnccn4)CC3)c(C)c2c1	4	3	2	2	-2	13*	-12	6	0.9	4
O=C(NC12CC3CC(CC(C3)C1)C2)c1ccc(N2CCNCC2)c([N+](=O)[O-])c1	12	4	-8	27	-27	-3	-3	-32	0.7	3
CNC(=O)c1c(NC(NC(=O)c2ccco2)C(=O)c2ccc(Cl)cc2)sc2c1CCCC2 (stereo not drawn)	3	-1	-10	30	-30	-4	-11	-8	1.3	8
COc1ccc([C@]2(C(C)C)ON(c3ccccc3C(F)(F)F)C2=O)cc1	-4	-1	-2	-7	7	11	6	-25	0.7	-4
Cc1cc2cc3c(cc2nc1SCC(=O)OC(C)C)OCO3	2	3	-2	78*	-78	0	0	-7	-1.4	-2
O=[N+]([O-])c1ccc2nc(N3CCCC3)sc2c1	4	14	-5	4	-4	-1	6	?	0.0	6
O=C(NCc1ccc(F)cc1)C1CCCN(C(=O)Nc2ccccc2)C1 (stereo not drawn)	3	nt	-9	-15	15	-4	5	-3	0.9	15
COc1cccc(C2c3c(C)nn(-c4ccc([N+](=O)[O-])cc4)c3N=C3C(=O)Nc4ccccc4N32)c1 (stereo not drawn)	-4	-2	6	54	-54	0	1	1	0.1	5
Cc1sc(NC(=O)c2ccccc2)c(C#N)c1-c1ccccc1	-6	nt	18	28	-28	-2	-2	57	-0.4	1
CCOc1ccc(S(=O)(=O)NCc2ccco2)cc1	-8	3	-3	-21	21	-3	0	-6	-0.1	0
O=C(O)CCCN1C(=O)C2C3C=CC(C2C1=O)C1C(=O)N(CCCC(=O)O)C(=O)C31 (stereo not drawn)	-7	0	-5	-24	24	4	1	nt	-0.1	2
CSCCC(NS(=O)(=O)c1ccc(C)cc1)C(=O)Nc1ccc(C)cn1 (stereo not drawn)	-8	-1	8	-3	3	3	-1	9	3.1	15
CCN(CC)C(=O)CSc1nc2cc3c(cc2c(=O)n1CCCC(=O)NCc1ccc(OC)cc1)OCO3	8	-1	-8	17	-17	-3	11	3	-1.8	4
COc1ccc(/C=c2/sc3n(c2=O)C(c2ccccc2OC)C2=C(N=3)c3ccccc3CC2)cc1O (stereo not drawn)	6	-21	1	-19	19	-1	-7	nt	-2.3	5
O=C(C(c1ccccc1)c1ccccc1)N1CCC(c2nc(-c3ccccc3Cl)no2)CC1	-1	nt	-6	-10	10	13	-10	-3	1.4	9
COc1ccc(N(CC(=O)NC(C)c2ccccc2)S(=O)(=O)c2ccc(C)cc2)cc1 (stereo not drawn)	-3	-3	-25	-41	41	-4	-17	-10	-4.2	-9
C=CCC[C@H](Cc1ccc(F)cc1)C(=O)OC[C@@H](Cc1c[nH]c2ccccc12)NC(=O)[C@H](CC=C)CC(=O)N[C@H](CO)Cc1ccccc1	0	-2	7	5	-5	7	-1	4	15	12
Cc1cccc(CNc2ccc(C(CC(N)=O)NC(=O)Cc3cccc4ccccc34)cc2[N+](=O)[O-])c1 (stereo not drawn)	2	-1	-9	-3	3	-4	-3	4	0.4	9
COc1cccc(NC(=O)N2CCN(c3nnnn3-c3ccccc3)CC2)c1	2	-1	-5	11	-11	-3	0	0	-0.2	2
COc1ccccc1CNC(=O)C1CCN(c2nc3ccccc3o2)CC1	-9	nt	-19	11	-11	2	-10	-14	-2.6	-1
O=C(COC(=O)c1ccc([N+](=O)[O-])o1)NC1CCCCC1	-1	0	-11	2	-2	1	1	-12	-0.2	1
O=c1c2ccccc2c(-c2ccccc2)nn1Cc1ccccc1	-1	nt	2	9	-9	0	-3	24	-1.2	-7
Cc1ccc(CNC(=O)COC(=O)c2ccc(Cl)c(N)c2)cc1	4	-1	-10	-5	5	7	2	2	-0.4	6
Cc1ccccc1S(=O)Cc1ccc(C(=O)NCCCN2CCCCC2)o1 (stereo not drawn)	9	-3	-16	-4	4	-2	1	9	-0.8	-4
O=C(CCOc1ccccc1)Nc1ccc([N+](=O)[O-])cc1	0	-1	2	-17	17	-3	-6	12	0.7	nt
COc1ccc(NC(=O)c2ccc(-n3cnnn3)cc2)c([N+](=O)[O-])c1	7	-3	-2	11	-11	0	-9	-2	1.4	3
CC1CC(NC(=O)c2ncn[nH]2)CC(C)(C)C1 (stereo not drawn)	-1	nt	-11	6	-6	8	0	0	3.3	10
COC(=O)Cn1c(=O)c2c(nc(Br)n2Cc2ccccc2Cl)n(C)c1=O	1	-6	5	-5	5	-2	-5	-4	1.3	-2
Cc1ccc(N(CC(O)Cn2nc(C)cc2C)S(=O)(=O)c2ccc3ccccc3c2)cc1 (stereo not drawn)	8	nt	-17	15	-15	1	-5	14	-1.2	-5
CC(C)NS(=O)(=O)c1ccc(OCC(=O)NCC2CCCO2)c(Cl)c1 (stereo not drawn)	4	-2	-2	-26	26	4	9	16	-0.6	-9
Cc1cc(C)nc(/N=C(\N)Nc2ccc([N+](=O)[O-])cc2)n1	3	5	-15	-5	5	-4	-4	15	-0.6	3
O=C(Cc1cccc([N+](=O)[O-])c1)Nc1cccc(C(=O)N2CCOCC2)c1	5	2	-6	0	0	-1	-4	8	-0.1	-9
CCOC(=O)N1CCN(C(=O)Cn2c(=O)sc3ccccc32)CC1	5	nt	-8	-25	25	1	1	nt	-1.7	-9
Nc1c(-c2ccccc2)cnc2c(-c3ccccc3)cnn12	-6	12	9	21	-21	5	-6	nt	0.6	15
CCOC(=O)N1CCN(c2c(N3CCN(c4ccccc4F)CC3)c(=O)c2=O)CC1	-1	-2	-1	nt	nt	-2	-7	-5	0.8	-1
O=S(=O)(CCN1CCOCC1)c1ccc(OC(F)(F)F)cc1	0	-3	-16	-9	9	-1	5	4	-1.9	-4
CCOC(=O)CCNC(=O)N1CCC(CCC(=O)NCc2ccc(F)cc2)CC1	2	-2	-10	0	0	-3	0	nt	-0.1	-1
Cc1cc(F)cc(C)c1Cn1cnc2c(cnn2C(C)(C)C)c1=O	4	-1	-22	9	-9	1	-8	68	1.7	0
O=C(CSc1nc2ccccc2o1)Nc1ccc(Cl)cc1	-1	12	-6	6	-6	6	-4	nt	-1.1	4
O=C(NC1CCCCC1)c1cnn2c(C(F)(F)F)cc(-c3ccco3)nc12	-1	nt	-6	15	-15	-1	-18	-2	-1.3	-6
O=C(C[n+]1ccc(C(=O)NCc2ccccc2)cc1)c1ccc2c(c1)OCCO2	-2	-1	3	-11	11	-3	4	4	2.2	-2
CCOc1ccccc1NC(=O)C1C2CCC(O2)C1C(=O)O (stereo not drawn)	5	-3	-16	-6	6	2	-4	-40	0.1	3
O=C(CSc1nncn1-c1ccccc1)NC1CCCc2ccccc21 (stereo not drawn)	3	nt	-14	21	-21	-3	-12	1	-2.0	nt
CC#CC#Cc1cccc(=O)o1	-4	9	-4	-11	11	2	-2	0	0.6	-6
Cc1ccc(CNC(=O)c2cccnc2Cl)cc1	0	-1	1	-3	3	-1	-9	3	-0.2	1
Cc1ccc(NC(=S)NNC(=O)CSc2nc3ccccc3c(=O)n2-c2ccc(C)cc2)cc1	1	1	-13	29	-29	1	-1	-1	0.7	23
CCC(C)NC(=O)CN1C(=O)NC2(CCc3ccccc3C2)C1=O (stereo not drawn)	-1	0	-1	-19	19	-1	8	-7	0.4	1
CC(O)C(NS(=O)(=O)c1ccc(Cl)cc1)C(=O)OCC(=O)N1CCN(c2ccccc2)CC1 (stereo not drawn)	13	nt	-23	-4	4	2	-17	6	1.6	-2
COc1cc(C)c(NC(=O)COc2ccc3c(c2)OCO3)cc1C	7	12	-7	-12	12	2	-8	25	0.1	1
CCOC(=O)C1=C(C)NC(=O)C(C#N)C1c1ccncc1 (stereo not drawn)	-2	0	-6	-24	24	4	-3	1	1.8	3
Next part
SMILES	cardiac RTF act	Wnt bcat act	PvdQ inh	SR-BI DiI inh	SR-BI uptake up	HTR5A ag	dFosB act	MITF act	CDK5 inh	Rtt109 HAT inh
CS(=O)(=O)NCCSCc1ccccc1	3	1	-3	-7	7	-2	6	5	-0.2	-1
O=C(NCCCCc1ccccc1)C1CC(c2cccc(F)c2)=NO1 (stereo not drawn)	-2	-1	-12	-43	43	2	1	3	1.7	1
CN(c1ccc(C(=O)Nc2ccc3c(c2)OCCO3)cc1)S(C)(=O)=O	-6	nt	?	-17	17	-4	4	45	2.9	-3
Cc1ccc(CNC(=O)c2ccccc2NC(=O)CN2CC(C)OC(C)C2)cc1 (stereo not drawn)	-8	-3	-1	11	-11	2	4	8	0.3	6
COc1ccccc1C(=O)OCCCN=C1NS(=O)(=O)c2ccccc21	0	-3	-5	-4	4	0	-9	-12	0.6	-2

Screens from PubChem.

Outcome played no part in choosing rows, and some 4.4% of all compounds hit somewhere here.
